# ATG4B inh – blocks human ATG4B protease cleavage of LC3 substrate | Q9Y4P1 | AID 504462 | ATG4B cleavage of LC3-PLA2, NBD-HPC fluorescence, 1 h | 0.51% of 340,000 active | inhibition, % at 8.33 µM; in the data active = inhibition above about 40%
# Target sequence (Q9Y4P1 whole entry, looked up): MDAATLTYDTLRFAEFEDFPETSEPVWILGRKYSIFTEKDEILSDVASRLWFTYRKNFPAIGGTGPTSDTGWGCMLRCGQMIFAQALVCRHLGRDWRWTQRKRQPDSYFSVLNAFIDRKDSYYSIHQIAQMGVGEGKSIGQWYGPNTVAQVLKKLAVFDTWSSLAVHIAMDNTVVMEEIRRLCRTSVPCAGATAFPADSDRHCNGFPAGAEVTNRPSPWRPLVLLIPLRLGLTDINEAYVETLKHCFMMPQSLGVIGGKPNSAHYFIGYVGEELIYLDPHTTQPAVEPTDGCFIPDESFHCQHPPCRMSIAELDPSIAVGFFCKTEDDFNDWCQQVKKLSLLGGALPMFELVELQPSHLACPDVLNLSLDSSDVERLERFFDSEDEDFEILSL
# SENP8 block – inhibitors of human SENP8 protease; recombinant SENP8, Nedd8 substrate fluorescence; inhibition, % at 20 µM; 0.64% of 360,000 active; AID 602440; in the data active = inhibition mostly above about 40%, no sharp cut-off; inactive = mostly below about 27%
# Target sequence (Q96LD8 whole entry, looked up): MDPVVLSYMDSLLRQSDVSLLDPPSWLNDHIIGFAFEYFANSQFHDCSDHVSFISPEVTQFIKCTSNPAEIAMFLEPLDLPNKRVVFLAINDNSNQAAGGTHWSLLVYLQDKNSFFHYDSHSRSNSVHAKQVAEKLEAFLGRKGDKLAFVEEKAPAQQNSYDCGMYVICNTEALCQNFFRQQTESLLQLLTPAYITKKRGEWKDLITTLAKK
# SENP6 inh – blocks the human protease SENP6. Recombinant SENP6 catalytic domain, aminoluciferin luminescence. inhibition, % at 10 µM. 1.8% of 330,000 active. AID 2599;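 active = inhibition above about 50% at the single tested dose, limit read from the data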;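 note: plate controls were DMSO wells with enzyme for no effect and DMSO wells lacking enzyme for full effect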
# Target sequence (Q9GZR1 628-1112 limits assumed): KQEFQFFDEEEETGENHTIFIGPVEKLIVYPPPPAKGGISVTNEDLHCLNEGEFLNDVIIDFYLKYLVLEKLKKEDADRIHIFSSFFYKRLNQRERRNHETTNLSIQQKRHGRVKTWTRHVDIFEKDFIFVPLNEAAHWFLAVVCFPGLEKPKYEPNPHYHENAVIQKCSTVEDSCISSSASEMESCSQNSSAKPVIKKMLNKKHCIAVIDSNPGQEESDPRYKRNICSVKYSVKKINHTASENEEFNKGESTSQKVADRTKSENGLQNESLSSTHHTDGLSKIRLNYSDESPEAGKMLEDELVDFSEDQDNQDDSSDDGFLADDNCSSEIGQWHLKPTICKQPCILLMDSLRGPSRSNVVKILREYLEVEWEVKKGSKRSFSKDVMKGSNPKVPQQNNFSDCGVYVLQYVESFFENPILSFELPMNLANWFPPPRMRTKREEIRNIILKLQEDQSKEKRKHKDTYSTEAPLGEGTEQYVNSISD
# MPTP inh – permeability transition pore inhibition | inhibition, % at 10 µM | isolated mouse mitochondria, Ca2+ swelling absorbance, 30 min | 1.4% of 360,000 active;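 active = inhibition of 50% or more, scaled per plate between neutral and stimulator controls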;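 note: 0% = DMSO wells given calcium and 100% = 1 mM EGTA wells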
# HKDC1 inhibitor – blocks human hexokinase HKDC1 activity | Q2TB90 | recombinant HKDC1, G6PDH/diaphorase resazurin coupled fluorescence | inhibition, % at 20 µM | 0.16% of 340,000 active;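 active = inhibition above about 35% when tested at 20 µM, limit read from the data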;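 note: plate controls were DMSO wells with enzyme for no effect and DMSO wells lacking enzyme for full effect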
#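 Test system: HK5 enzyme. Quantity: 5 µg/mL HK5 final. Reagent: glucose and ATP substrates. Schedule: 90 min reaction incubation at room temperature, dark. Technique: resazurin-to-resorufin fluorescence via G6PDH and diaphorase coupling, 525/613 nm. Control set: DMSO wells with and without enzyme mix.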
# PfG6PD inh – PfG6PD (Plasmodium falciparum) enzyme inhibition; AID 504690; inhibition, % at 20 µM; 0.78% of 350,000 active; PfGluPho enzyme, NADPH resazurin-diaphorase fluorescence;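 active = inhibition reaching at least a set limit at 20 µM in the primary screen, cut at about 59% in these data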;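 note: 0% = DMSO wells with substrate and 100% = DMSO wells lacking glucose-6-phosphate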
# GRIN3A LBD mod – modulates the human NR3A ligand-binding domain. NR3A LBD differential scanning fluorimetry, Tm shift; 0% = protein alone, 100% = glycine-bound protein. 2.5% of 340,000 active. Tm shift relative to glycine control, % at 25 µM. AID 1259313;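 active = melting temperature shift of at least 10% of the positive control shift, at one fixed dose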
# SENP7 block – inhibitors of human SENP7 protease; AID 434973; Q9BQF6; recombinant SENP7, Z-RLRGG-aminoluciferin luminescence, 40 min; 1.5% of 330,000 active; inhibition, % at 5 µM;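 active = inhibition above about 50% at the single test dose, limit read from the data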;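 note: plate controls were DMSO with enzyme for no effect and no enzyme buffer wells for full effect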
# Numbers without * were called inactive; / = no result given.
# A first look, three compounds:
ATG4B inh	SENP8 block	SENP6 inh	MPTP inh	HKDC1 inhibitor	PfG6PD inh	GRIN3A LBD mod	SENP7 block	mol
-10	-83	-15	0.0	0	-2	1	-1	CC(=O)Nc1sc(NC(=O)c2ccc(C)cc2)nc1-c1cccs1
-6	20	-16	-2.2	4	-3	-2	-13	COc1cccc(OC)c1CNC(=O)CCSCc1ccccc1F
-2	7	-8	0.4	8	29	-1	-4	COCCNC(=O)CCC(=O)NNc1nc2ccccc2c2nc(-c3ccccc3)nn12

# Results, previewed entries included:
ATG4B inh	SENP8 block	SENP6 inh	MPTP inh	HKDC1 inhibitor	PfG6PD inh	GRIN3A LBD mod	SENP7 block	mol
-10	-83	-15	0.0	0	-2	1	-1	CC(=O)Nc1sc(NC(=O)c2ccc(C)cc2)nc1-c1cccs1
-6	20	-16	-2.2	4	-3	-2	-13	COc1cccc(OC)c1CNC(=O)CCSCc1ccccc1F
-2	7	-8	0.4	8	29	-1	-4	COCCNC(=O)CCC(=O)NNc1nc2ccccc2c2nc(-c3ccccc3)nn12
-6	24	0	6.3	3	7	0	1	CCn1c(SCC(=O)Nc2nc(C)c(C)s2)nc2cccnc21
-3	28	6	-0.4	-3	0	12*	-9	Cc1cc(C(=O)N/N=C/c2ccc(OC(=O)c3ccccc3Br)cc2)n[nH]1
-7	7	-4	-0.7	1	1	1	1	CCCCC1=NN2CCS(=O)(=O)N=C2S1
-6	11	-15	1.0	3	-15	7	-7	COCCn1c(C)cc(C(=O)CSc2cc(C)c3ccccc3n2)c1C
1	9	18	2.3	-1	11	-1	3	CCC(C)(C)C1CCC(NC(=O)N2CCN(c3ccccc3O)CC2)CC1 (stereo not drawn)
-11	8	-7	-2.4	13	16	-4	-1	O=C(O)C(=O)/C(=C\c1ccc([N+](=O)[O-])cc1)c1ccc2ccccc2n1
5	/	14	/	0	6	6	7	C#CCOCCOCCOCCNc1nc(N2CCN(C(=O)[C@H](CCCCN)n3cc([C@@H](N)CC(C)C)nn3)CC2)nc(N2CCN(C(=O)[C@H](Cc3ccc(O)cc3)n3cc([C@@H](N)CC(C)C)nn3)CC2)n1
-3	36	-1	-0.3	4	7	0	14	O=S(=O)(c1ccccc1Cl)N1CCCC1c1nc(-c2ccc(Cl)cc2)no1 (stereo not drawn)
0	4	-3	0.9	-1	-13	2	-4	O=C(CN1CCCCCC1)Nc1ccc(F)c(F)c1F
4	3	-17	-0.4	-1	11	0	-1	CCOc1ccc(S(=O)(=O)N(CC)CC)cc1NC(=O)c1ccc(N2CCCC2=O)cc1
-10	13	-28	7.7	-4	13	-34	-13	O=C(Nc1ccc(Cl)c(Cl)c1)N(Cc1cccnc1)Cc1ccco1
-7	-9	-4	5.2	0	-17	-1	-5	COc1cc(C2C(C#N)=C(C)NC(C)=C2C#N)cc(OC)c1OC
0	9	-2	0.2	-3	-7	0	-6	COc1ccccc1CNC(=O)CN1C(=O)NC(C)(c2ccc(C)cc2)C1=O (stereo not drawn)
-3	-5	-9	-0.2	7	8	-1	1	CC1(C)C(=O)Nc2ccccc2N1C(=O)COC(=O)COc1cccc(C(F)(F)F)c1
-8	19	6	0.6	-3	4	2	5	O=C(O)CCCC(=O)N1CCOCCOCCOCCOCC1
-3	22	-12	-0.4	-4	-7	0	-5	Cc1cc(C)n(-c2n[nH]c(=O)c3ccccc23)n1
6	6	3	3.4	-4	0	-1	5	CCOC(=O)C1(CCc2ccccc2)CCN(C(=O)c2occc2C)CC1
-3	8	2	-0.1	-1	-9	3	-6	CCOC(=O)c1cccc(NC(=O)CNC(=O)C2CCCCC2)c1
9	4	3	28	-8	2	-1	6	CC(C)c1ccc(C(C)NC(=S)NC2CCCCC2)cc1 (stereo not drawn)
-3	1	11	-0.1	-3	7	-1	-1	Cc1sc2ncnc(OCC(=O)N3CC(=O)Nc4ccccc43)c2c1C
-11	9	-2	-1.7	1	17	0	3	COc1ccc(N(CC(=O)NCc2cccnc2)S(=O)(=O)c2c(C)nn(C)c2C)cc1
1	10	-18	0.2	-3	-5	-1	-3	NC1=NC(c2cccc(Cl)c2)N(CCc2ccc(F)cc2)C(N)=N1 (stereo not drawn)
-9	17	-6	2.2	-7	-13	-2	1	OCC1(Cc2cccc(Cl)c2)CCCN(Cc2cn[nH]c2C2CCCCC2)C1 (stereo not drawn)
-10	8	6	1.9	1	0	0	-1	O=c1c2ccccc2ncn1-c1ccc(Cl)cc1Cl
-5	6	1	-1.1	3	8	1	6	O=C(Oc1ccccc1C(=S)N1CCOCC1)c1cccc([N+](=O)[O-])c1
-9	15	/	-0.5	0	37	0	/	O=C1OC(Sc2ccccc2)(c2ccccc2)c2ccccc21 (stereo not drawn)
-7	18	-21	1.1	1	-8	0	3	CC(=O)c1ccc(OCC(=O)OC(C)C(=O)NC2CCCCC2C)cc1 (stereo not drawn)
1	-2	-2	0.3	0	-3	1	-13	CCN(c1ccccc1)S(=O)(=O)c1ccc(OC)c(NC(=O)c2ccc(=O)[nH]c2)c1
-7	22	-3	1.5	8	6	0	2	OC(CC#CCN1CCCC1)(c1ccccc1)c1ccccc1
3	20	/	0.2	1	3	-2	/	Cn1c(=S)sc2ccc3ccccc3c21
-6	11	-20	-0.4	-6	3	-1	-7	Cc1ccc(CC2C(=O)N(c3ncccn3)C(=O)C2C)cc1 (stereo not drawn)
8	-6	-6	-1.7	-5	-5	3	-3	CC(C)(C)NC[C@H](O)COc1cccc2c1CCCC2=O
-3	14	1	-2.0	-3	-30	-4	-11	Cc1ccc(NC(=O)CCNS(=O)(=O)c2ccc3[nH]c(=O)oc3c2)cc1C
5	21	-19	1.3	-3	-17	1	1	CC(C)[C@H](NC(=O)Nc1cccc(C(F)(F)F)c1)C(=O)O
8	26	-6	-2.5	3	-14	-1	4	Cc1nn(C)c(C)c1S(=O)(=O)NCc1cccs1
-10	-20	0	-1.5	2	10	1	2	CCOC(=O)C1CCCN(C(=O)c2cc(-c3ccc(C)cc3)nc3ccccc23)C1 (stereo not drawn)
-2	9	-1	1.5	-2	-3	-4	0	Cc1ccccc1NC(=O)COC(=O)CCc1nc2ccccc2c(=O)[nH]1
4	1	-16	0.7	-1	6	1	2	COc1cccc(CNc2ncc(C(=O)Nc3cc(OC)c(OC)c(OC)c3)c(C)n2)c1
-6	28	-15	-1.4	0	6	-1	-5	OC(COCC1COc2ccccc2O1)CN1CCN(c2ccccc2F)CC1 (stereo not drawn)
-5	22	-12	-0.9	-5	-6	0	-15	CCOC(=O)Cn1c(=O)oc2cc(S(=O)(=O)NC3CCCCC3)ccc21
-6	-25	3	-2.1	-1	14	-2	-4	CCc1ccccc1NC(=O)CN1CCN(C(=O)c2ccc(OCc3cn4ccccc4n3)cc2)CC1
/	-4	-4	-0.3	-4	10	0	-5	COc1ccc(S(=O)(=O)Nc2cccc3c2O[C@H](CN(C)C(=O)Nc2ccccc2)[C@@H](C)CN([C@H](C)CO)C3=O)cc1
-2	-68	-8	-1.3	6	7	2	10	CC(=O)N(CCc1ccccc1C)Cc1cc2cc(C)ccc2[nH]c1=O
1	21	4	-1.3	7	-21	-1	8	Cc1ccc(CC(=O)Nc2ccc(S(=O)(=O)Nc3nccc(C)n3)cc2)cc1
2	8	1	0.5	4	12	0	1	COc1ccc(NC(=O)C(=O)NCC(c2ccco2)N2CCc3ccccc3C2)cc1 (stereo not drawn)
-7	4	-10	0.3	2	7	0	-6	Cc1cc(C)n(C(=O)CCCCCCCCC(=O)n2nc(C)cc2C)n1
2	12	-21	1.6	-4	-2	2	6	O=C(CNS(=O)(=O)c1ccc(F)cc1)N1CCCC1
-10	22	0	-0.5	-9	-6	1	5	CCOc1cc(C(=O)NCCCn2ccnc2)cc(OCC)c1OCC
3	31	-21	3.0	3	-3	3	5	N/C(=N\OC(=O)C1CC1)c1ccc([N+](=O)[O-])s1
-2	-2	-10	-0.9	-10	-3	0	3	Cc1cc(C)nc(NS(=O)(=O)c2ccc(NC(=O)CSc3ncn[nH]3)cc2)n1
-9	-42	4	-1.1	-3	-7	0	7	Cc1cccc(C(=O)NCC(=O)N2CCN(c3ccccn3)CC2)c1
-2	14	-27	17	-5	1	1	13	COc1ccc(CCN(C)CC(=O)Nc2cc(C)nc3ccccc23)cc1OC
-9	3	-8	-0.2	-7	7	1	-5	Cc1ccccc1OCC(=O)N/N=C/c1ccccn1
0	-310	2	-0.2	-4	-2	-1	-6	COc1ccc(N(C(=O)c2snc(C(N)=O)c2N)C(C(=O)NC2CCCCC2)c2ccc(F)cc2)c(OC)c1 (stereo not drawn)
-5	28	0	2.8	6	-5	10	2	Cc1ccc(C(=O)Nc2ccccc2-c2ccccc2)cc1S(=O)(=O)Nc1ccccc1
0	26	-7	-1.3	-3	11	-1	0	COc1ccc(C(O)P(=O)(OC(C)C)OC(C)C)cc1OC (stereo not drawn)
-9	-291	9	4.3	-1	-17	2	1	Cc1cccc(S(=O)(=O)c2c(N)n(/N=C/c3ccccc3)c3nc4ccccc4nc23)c1

# Carrying on:
ATG4B inh	SENP8 block	SENP6 inh	MPTP inh	HKDC1 inhibitor	PfG6PD inh	GRIN3A LBD mod	SENP7 block	mol
-4	22	-6	-1.8	-7	-1	-1	-3	CCOC(=O)NCC(C#CCN(CC)CC)N(CC)CC (stereo not drawn)
-5	1	-32	0.2	2	0	1	6	COc1ccc(-c2nc(CN3CCCC(C(=O)NC4CCCC4)C3)c(C)o2)cc1 (stereo not drawn)
8	11	-15	-1.1	4	13	0	4	Cc1ccc(CCNC(=O)CN(c2ccc(C)cc2)S(=O)(=O)c2c(C)noc2C)cc1
-8	18	-23	2.0	-10	-7	0	-7	O=C(Cn1nc(-c2ccccc2)c2ccccc2c1=O)Nc1ccc(O)cc1
-10	-284	22	1.1	9	45	-6	-8	COc1cccc2sc3ccc(C#CC4(N)CCCCC4)cc3c(=O)c12
-2	5	-10	2.8	-4	-6	-2	9	C=CCc1cc(/C=N/NC(=O)CSc2nnc(CCCc3ccc(OC)cc3)o2)cc(OC)c1O
-2	-6	9	3.1	-1	17	-1	1	CN(C)c1ncc(S(=O)(=O)c2ccc(Cl)cc2)c(-c2ccccc2)n1
-2	21	-11	-1.6	1	-19	-2	-1	CC[C@@H]1CCCCc2ccccc2[C@H](C(=O)C[C@@H](O)CC(C)=O)OC1=O
9	-203	-17	18	-1	-5	39*	-1	COc1cc2c(cc1NC(=O)Nc1cccc(C)c1)oc1ccccc12
0	7	-23	0.9	-9	35	0	4	O=C(/C=C/c1ccco1)NCc1ccc2c(c1)OCO2
3	-275	-2	1.5	4	-8	-2	5	Cc1ccc(C(C(=O)NC2CCCCC2)N(CCCN2CCOCC2)C(=O)c2snc(C(N)=O)c2N)cc1 (stereo not drawn)
-1	20	6	1.4	2	11	-2	14	CCC(C)Nc1nc(N)c([N+](=O)[O-])c(NC2CCCCC2)n1 (stereo not drawn)
-19	-27	-17	-1.1	-11	-11	2	3	O=C(CN(Cc1ccco1)C(=O)c1cc(=O)[nH]c2ccccc12)Nc1ccccc1Br
10	13	-13	2.4	14	-31	1	-8	CCCc1nc2nc(C)c(NS(=O)(=O)c3ccc(C4CCCCC4)cc3)c(=O)n2[nH]1
12	31	-1	0.0	15	49	4	4	Nc1ccc(N2CCN(CCCCN3C(=O)C4CCCN4C3=O)CC2)cc1 (stereo not drawn)
-14	-470	-4	2.6	14	21	-1	9	CN(C(=O)CSc1nc(N)c2c3c(sc2n1)CSC(C)(C)C3)c1ccccc1
-3	13	-13	-1.3	-6	8	4	20	CCOc1ccc(N(C)C(=O)CCc2nnc3ccc(N4CCOCC4)nn23)cc1
-7	2	3	-0.9	-5	-9	-2	1	O=C(NCC(c1ccc(F)cc1)N1CCOCC1)c1cccnc1Sc1ccc(Cl)cc1 (stereo not drawn)

# For reference, part of the list above.
ATG4B inh	SENP8 block	SENP6 inh	MPTP inh	HKDC1 inhibitor	PfG6PD inh	GRIN3A LBD mod	SENP7 block	mol
-3	13	-13	-1.3	-6	8	4	20	CCOc1ccc(N(C)C(=O)CCc2nnc3ccc(N4CCOCC4)nn23)cc1
-7	2	3	-0.9	-5	-9	-2	1	O=C(NCC(c1ccc(F)cc1)N1CCOCC1)c1cccnc1Sc1ccc(Cl)cc1 (stereo not drawn)

# Screening data from PubChem.
